Compound activity (PubChem BioAssay)
esBAF inh: inhibitors of esBAF chromatin remodeling in mouse ES cells; Bmi1-luciferase knock-in reporter, 24 h; 100% = twice the neutral-well signal; reporter increase, % at 12.5 µM; 350,000 tested, 2% active; AID 602393; in the data active means activation above about 40%; inconclusive means no clear call, values can overlap the other calls;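 further: 0% = median of the plate's neutral control wells and 100% = double that signal; a rise in the Bmi1 reporter signal indicates esBAF inhibition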
S100A4 inh HTS: blocks human S100A4 binding to myosin IIA peptide; P26447; S100A4/TAMRA-MyoIIA peptide fluorescence polarization; inhibition, % at 10.7 µM; 360,000 tested, 0.14% active;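 active means mean inhibition of at least 70% across replicates, with every replicate also reaching that level; inconclusive means mean inhibition reaches 70% but some replicates fall short; inactive means mean inhibition below 70%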
Target sequence (P26447 whole entry, looked up): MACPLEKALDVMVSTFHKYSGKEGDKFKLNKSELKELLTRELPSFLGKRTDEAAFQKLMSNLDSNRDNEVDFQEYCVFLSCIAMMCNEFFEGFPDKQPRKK
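Test system: S100A4 monomer protein. Medium: HEPES buffer with Ca2+, pH 7.2. Reagent: fluorescent myosin IIA peptide, 5 nM. Compound dosing: single-point compound testing. Timing: 5 min between mix addition and reading. Benchmarks: DMSO neutral and TFP positive wells.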
RAD54 branch: blocks human RAD54 Holliday junction branch migration | Q92698 | FAM/BHQ fluorescence | inhibition, % at 10.4 µM | 360,000 tested, 0.14% active | AID 602329;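 active means mean normalized replicate activity at least 40 and at least half of replicates scoring 40 or more; inconclusive means only one of the two criteria met; inactive means mean below 40 and under half of replicates reaching 40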;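 further: 0% = median of neutral control wells and 100% = median of positive control wells; inhibitors cause a drop in the FAM fluorescence signal; in these data hits start at about 50%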
Target sequence (Q92698 whole entry, looked up): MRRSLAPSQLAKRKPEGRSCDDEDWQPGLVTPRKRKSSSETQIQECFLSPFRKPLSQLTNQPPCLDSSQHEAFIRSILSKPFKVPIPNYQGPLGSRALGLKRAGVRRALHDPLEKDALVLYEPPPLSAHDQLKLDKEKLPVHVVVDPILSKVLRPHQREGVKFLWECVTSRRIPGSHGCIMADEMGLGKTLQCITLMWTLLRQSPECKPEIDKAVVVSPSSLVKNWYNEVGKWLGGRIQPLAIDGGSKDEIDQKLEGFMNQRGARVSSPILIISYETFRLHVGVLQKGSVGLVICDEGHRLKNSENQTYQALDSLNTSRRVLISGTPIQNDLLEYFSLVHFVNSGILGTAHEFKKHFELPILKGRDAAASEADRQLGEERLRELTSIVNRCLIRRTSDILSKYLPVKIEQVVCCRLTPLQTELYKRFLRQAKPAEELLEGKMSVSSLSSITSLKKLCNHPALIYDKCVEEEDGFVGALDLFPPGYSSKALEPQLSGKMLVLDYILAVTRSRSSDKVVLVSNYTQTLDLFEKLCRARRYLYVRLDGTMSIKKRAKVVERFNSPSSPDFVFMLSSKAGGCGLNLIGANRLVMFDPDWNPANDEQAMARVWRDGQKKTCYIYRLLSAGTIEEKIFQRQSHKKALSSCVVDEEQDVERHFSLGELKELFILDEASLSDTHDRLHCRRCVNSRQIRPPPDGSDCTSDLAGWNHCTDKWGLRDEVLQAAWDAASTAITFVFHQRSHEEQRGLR
EWS-Fli inh: blocks EWS/Fli oncoprotein-driven transcription. A673 NR0B1-luciferase reporter, viability-normalised. inhibition, % at 12.6 µM. 350,000 tested, 0.67% active. AID 651661;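 active means mean inhibition of at least 50% after viability correction, with every replicate also passing that limit; inconclusive means mean reaches 50% but only one of two replicates passes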;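 further: firefly luciferase signal divided by Alamar Blue viability fluorescence both relative to DMSO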
E-sel inducer: E-selectin induction on HUVECs; P16581; HUVEC E-selectin immunofluorescence imaging; normalized: neutral wells 0, TNF-alpha wells 100; activation, % at 7.58 µM; 260,000 tested, 0.37% active;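 active means mean E-selectin-positive cell signal at least 10% of the positive control, reached in at least 60% of replicates, without over 20% cell loss; inconclusive means no rule given, readout overlaps actives, possibly toxicity-flagged; inactive means the rest, including those meeting only one limit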;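 further: in these data hits start at about 27%; measured in HUVEC primary endothelial cells; signal is the percent of cells scored E-selectin positive by PE staining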
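Test system: HUVEC; input: 3,000 HUVEC/well; measured by: immunofluorescence imaging; read-out: % PE-positive cells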
XiGFP reactiv: reactivates the inactive X chromosome in mouse fibroblasts; XiGFP mouse fibroblasts, % GFP-positive cells imaging, 3 d; cells co-treated with 5-aza-dC sensitizer; scaled so ellipticine positive control = 100%; activation, % at 7.58 µM; 360,000 tested, 0.055% active; AID 743238;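 active means mean normalized replicate activation at least 10% and every replicate at or above 10%; inconclusive means only one of the two criteria met; inactive means mean below 10% and not all replicates reach 10%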;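 further: 0% = median of on-plate neutral control wells and 100% = ellipticine 6 µM median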
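System: XiGFP fibroblasts, SV40-immortalized. Medium: DMEM plus 5-aza-dC sensitizer. Doses: single point. Timing: 3 d treatment, 15 min room-temperature fixation. Control set: ellipticine 6 µM.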
FN deposit inh: fibronectin deposition inhibition; AH1F fibroblasts, Alexa488-fibronectin deposition fluorescence, overnight; inhibition, % at 12.6 µM; 350,000 tested, 0.086% active; AID 743247;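 active means mean inhibition across replicates of 30% or more, regardless of how many single replicates reach that level; inconclusive means mean under 30% yet at least half of replicates reach 30%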;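 further: positive control wells lacked labelled fibronectin entirely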
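Assay system: AH1F fibroblasts assembling fluorescent fibronectin matrix; Amount: 10000 AH1F cells per well; Buffer or medium: DMEM, 2% serum; Probe or stimulus: Alexa488-fibronectin, 24 nM final in well; Doses: single compound dose, delivered by pin transfer; Incubation: 1 h adhesion, overnight exposure; Measured by: fluorescence 485/525 nm; Read-out: fibronectin deposition inhibition.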
RAD52 anneal inh: RAD52 (human) annealing inhibition; P43351; recombinant RAD52 DNA annealing, FRET fluorescence; inhibition, % at 18.7 µM; 360,000 tested, 0.46% active;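 active means every replicate showing at least 50% inhibition; inconclusive means mean inhibition at least 50% but not in every replicate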
The depositor's hits bear a star.

For Cc1ccccc1CN1[C@@H](C)[C@H](c2ccccc2)Oc2cccc(NCC(C)C)c2S1(=O)=O the results were S100A4 inh HTS 0, EWS-Fli inh 9, E-sel inducer 0.1, XiGFP reactiv -0.2, FN deposit inh 6 and RAD52 anneal inh 8.
COc1ccc2c(=O)c(-c3cnn(-c4ccccc4)c3)c(C)oc2c1 was read as esBAF inh 7, S100A4 inh HTS -1, RAD54 branch 9, EWS-Fli inh -11, FN deposit inh 9 and RAD52 anneal inh -19.
`O=C(Nc1nc(-c2ccc3ccccc3c2)cs1)c1ccc(N2C(=O)CCC2=O)cc1` gave esBAF inh -7, S100A4 inh HTS 1, RAD54 branch -3, EWS-Fli inh 3, E-sel inducer 0.1, XiGFP reactiv 0.1, FN deposit inh -2 and RAD52 anneal inh -46.
COc1ccccc1CC(=O)Nc1cccc(C(=O)NN2C(=O)c3ccccc3C2=O)c1 was read as S100A4 inh HTS -12, EWS-Fli inh 21, E-sel inducer 0.8, XiGFP reactiv -0.1, FN deposit inh 3 and RAD52 anneal inh -9.
`Cc1onc(-c2c(Cl)cccc2Cl)c1C(=O)NCCc1ccc(S(N)(=O)=O)cc1` gave esBAF inh 3, S100A4 inh HTS -2, RAD54 branch 3 and RAD52 anneal inh -8.
Screening N#Cc1c(C(F)(F)F)cc(Cc2ccccc2)nc1SCC(=O)NCC(=O)O returned S100A4 inh HTS -2, EWS-Fli inh 6, XiGFP reactiv 0.4, FN deposit inh 3 and RAD52 anneal inh -14.
Screening COCCCNC(=O)C(=O)Nc1ccc2c(c1)N(S(=O)(=O)c1cccs1)CCC2 returned esBAF inh -1, S100A4 inh HTS -4, RAD54 branch -4, EWS-Fli inh 63*, XiGFP reactiv 2.1, FN deposit inh 10 and RAD52 anneal inh 6.
`COc1ccc2c3c(n(C)c2c1)[C@@H](CO)N(C(=O)CN1CCOCC1)CC31CCN(C(C)=O)CC1` gave S100A4 inh HTS 10, EWS-Fli inh 8, E-sel inducer -0.5, XiGFP reactiv 0.2 and RAD52 anneal inh -11.
`COc1ccc(-c2cn(CC[C@H]3CC[C@@H](NC(=O)NC(C)C)[C@H](CO)O3)nn2)cc1` gave esBAF inh -1, S100A4 inh HTS 30, RAD54 branch -2, EWS-Fli inh 6, E-sel inducer 0.1, XiGFP reactiv -0.3, FN deposit inh -4 and RAD52 anneal inh -3.
O=C(Nc1cc(-c2ccccc2)nn1-c1c(Cl)cccc1Cl)c1ccc(F)cc1 was read as esBAF inh 6, S100A4 inh HTS -1, RAD54 branch -4, EWS-Fli inh 9, E-sel inducer 0.0, XiGFP reactiv 0.0, FN deposit inh 8 and RAD52 anneal inh 6.
CCCCC(Sc1nc(N)c(NC(=O)c2ccco2)c(=O)[nH]1)C(=O)O (configuration not stated) was read as esBAF inh 3, S100A4 inh HTS -6, RAD54 branch 11, EWS-Fli inh 10, XiGFP reactiv 0.4, FN deposit inh 1 and RAD52 anneal inh -20.
Screening O=C(CCCN1C(=O)/C(=C\c2cccs2)SC1=S)NNC(=O)c1cccnc1 returned S100A4 inh HTS -6, EWS-Fli inh 12, E-sel inducer inconclusive, XiGFP reactiv 0.0, FN deposit inh -1 and RAD52 anneal inh -6.
Screening O=C1O[C@@H](c2ccccc2)[C@@H](c2ccccc2)N2[C@@H](c3ccc(O)cc3)[C@]3(C(=O)Nc4ccc(C#CC5=CCCCC5)cc43)[C@@H](C(=O)N3CCCCCCC3)[C@H]12 returned S100A4 inh HTS -35, RAD54 branch -7, EWS-Fli inh 2 and RAD52 anneal inh -5.
For C#Cc1ccc([C@H]2C=C(C(=O)N3CCN(Cc4ccccc4)CC3)O[C@@H](OCc3ccc(CO)cc3)C2)cc1 the results were esBAF inh 12, S100A4 inh HTS 5, RAD54 branch 5, EWS-Fli inh 7, XiGFP reactiv 0.0, FN deposit inh -2 and RAD52 anneal inh -75.
Screening Cc1cc(C)n(CCNC(=O)CCc2nnc(CCc3ccccc3)o2)n1 returned esBAF inh -6, S100A4 inh HTS 12, RAD54 branch -10, EWS-Fli inh 3, E-sel inducer 0.5, XiGFP reactiv 0.3, FN deposit inh 1 and RAD52 anneal inh -14.
`CCOc1ccc(/C=C2\SC(N3CCCCC3)=NC2=O)cc1` gave esBAF inh 18, S100A4 inh HTS -3, RAD54 branch 1, EWS-Fli inh 3, E-sel inducer 0.0, XiGFP reactiv -0.1, FN deposit inh -1 and RAD52 anneal inh -10.
Screening C[C@@]12CCC3[C@@](CCC4[C@@]3(C)CCC[C@@]4(C)C(=O)N3CCOCC3)(CC1=O)C2 (some centres not stated) returned esBAF inh -7, S100A4 inh HTS -3, RAD54 branch 7, EWS-Fli inh 2, E-sel inducer 0.5, XiGFP reactiv -0.1, FN deposit inh -9 and RAD52 anneal inh -7.
O=C(C[C@H]1C=C[C@@H](NS(=O)(=O)c2ccc(F)cc2)[C@H](CO)O1)N1CCC(Cc2ccccc2)CC1 was read as esBAF inh 6, S100A4 inh HTS -9, RAD54 branch -1, EWS-Fli inh 11, E-sel inducer -0.5, XiGFP reactiv -0.3, FN deposit inh -7 and RAD52 anneal inh -12.
Screening COc1ccc(CNC(=O)CN(C(=O)c2csnn2)c2ccc(C(C)=O)cc2)cc1 returned esBAF inh 24, S100A4 inh HTS 3, RAD54 branch -3, EWS-Fli inh -31, XiGFP reactiv 0.0, FN deposit inh 5 and RAD52 anneal inh -1.
`O=C(N/N=C/c1ccc(F)cc1)c1ccccc1` gave S100A4 inh HTS -2, EWS-Fli inh -96, XiGFP reactiv 0.0, FN deposit inh -4 and RAD52 anneal inh -13.
Screening CC(=O)c1c(C)n([O-])c2cc(F)c(F)cc2[n+]1=O returned S100A4 inh HTS -1, EWS-Fli inh 63*, E-sel inducer 2.0, XiGFP reactiv 0.0, FN deposit inh -27 and RAD52 anneal inh -3.
CCCNC(=O)C[C@H]1C[C@@H]2c3cc(NC(=O)COC)ccc3O[C@@H]2[C@@H](CO)O1 was read as esBAF inh -1, S100A4 inh HTS 2, RAD54 branch 2, EWS-Fli inh 0, E-sel inducer 0.2, XiGFP reactiv 0.0 and RAD52 anneal inh 0.
For C/C(CC(=O)NC1C2CC3CC(C2)CC1C3)=N\NC(=O)Cc1cccs1 (configuration not stated) the results were S100A4 inh HTS -2, RAD54 branch -8, EWS-Fli inh -4, E-sel inducer 0.2, XiGFP reactiv 0.0, FN deposit inh 28 and RAD52 anneal inh -4.
COc1ccc(NC(=O)N(C)C[C@H]2Oc3ccc(NC(=O)CCN4CCOCC4)cc3CC(=O)N([C@@H](C)CO)C[C@H]2C)cc1 was read as esBAF inh 1, S100A4 inh HTS 4, RAD54 branch 3, EWS-Fli inh -2, XiGFP reactiv 0.1 and RAD52 anneal inh -1.
`CC(=O)NC(=Cc1ccccc1)C(=O)N1CCCC1C(=O)O` (configuration not stated) gave esBAF inh 2, S100A4 inh HTS 1, RAD54 branch 5, EWS-Fli inh 2, XiGFP reactiv 0.1, FN deposit inh 3 and RAD52 anneal inh -8.
For COC(=O)c1c(Cc2ccccc2Cl)c[nH]c1C the results were esBAF inh -6, S100A4 inh HTS 0, RAD54 branch -7, EWS-Fli inh 5, XiGFP reactiv -0.1, FN deposit inh 12 and RAD52 anneal inh -18.
`O=C(c1ccncc1)N1CCCCN2[C@H](CO)[C@@H](c3ccc(-c4ccccc4)cc3)[C@H]2C1` gave S100A4 inh HTS 2, RAD54 branch -9, EWS-Fli inh -11, E-sel inducer -0.1, XiGFP reactiv 0.0 and RAD52 anneal inh -6.
COc1cc(/C=N/NC(=O)c2sc3ccccc3c2Cl)ccc1OC(=O)c1ccc([N+](=O)[O-])cc1 was read as esBAF inh -6, S100A4 inh HTS -1, RAD54 branch 14, EWS-Fli inh -2, E-sel inducer -0.7, XiGFP reactiv 0.4, FN deposit inh 6 and RAD52 anneal inh -10.
CN(C)c1ccc(NC(=S)NCC2CCCO2)cc1 (configuration not stated) was read as S100A4 inh HTS 2, EWS-Fli inh -26, XiGFP reactiv 0.0, FN deposit inh 3 and RAD52 anneal inh 9.
`COc1ccc(NC(=O)N(C)C[C@@H]2OCCCC[C@@H](C)Oc3ccc(NS(=O)(=O)c4ccc(OC)cc4)cc3C(=O)N([C@@H](C)CO)C[C@H]2C)cc1` gave esBAF inh 3, RAD54 branch -5, EWS-Fli inh -11, E-sel inducer -0.1, XiGFP reactiv 0.2 and FN deposit inh -7.
`Cc1cc(C)n2nc(C(=O)OCC(=O)N3CCC3)nc2n1` gave S100A4 inh HTS -3, EWS-Fli inh -9, E-sel inducer -0.7, XiGFP reactiv 0.3, FN deposit inh 0 and RAD52 anneal inh -6.
For Cc1ccc(CN2CCNC(=O)C2CC(=O)NC2CCCCCC2)o1 (configuration not stated) the results were esBAF inh 1, RAD54 branch 0, XiGFP reactiv 0.2 and FN deposit inh -2.
O=C(CCC1CCCN(C(=O)COc2ccccc2)C1)N1CCN(c2ccccn2)CC1 (configuration not stated) was read as S100A4 inh HTS 12, EWS-Fli inh 6, E-sel inducer -0.1, XiGFP reactiv -0.3, FN deposit inh -6 and RAD52 anneal inh -11.
Cc1ccc(S(=O)(=O)NC2(C(=O)O)CCCC2)cc1 was read as S100A4 inh HTS 15, EWS-Fli inh -3, E-sel inducer 0.8, XiGFP reactiv -0.1, FN deposit inh 7 and RAD52 anneal inh -10.
C[C@H]1CN([C@@H](C)CO)C(=O)c2cccc(NC(=O)c3ccc(-c4nccs4)cc3)c2O[C@H]1CN(C)C was read as esBAF inh 0, S100A4 inh HTS 8, RAD54 branch 7, EWS-Fli inh 0, E-sel inducer -3.1, XiGFP reactiv -1.2, FN deposit inh 3 and RAD52 anneal inh -7.
CC(C)OCCCNC(=O)CN1C(=O)c2cccc3cccc1c23 was read as esBAF inh 4, S100A4 inh HTS -3, RAD54 branch 10, EWS-Fli inh 5, E-sel inducer 0.5, XiGFP reactiv 0.1, FN deposit inh 4 and RAD52 anneal inh -5.
`CCC(=O)N(C)C[C@H]1Oc2ncc(C#C[C@H](C)O)cc2C(=O)N([C@@H](C)CO)C[C@H]1C` gave esBAF inh 1, S100A4 inh HTS -1, RAD54 branch -4, EWS-Fli inh -5, E-sel inducer -0.2, XiGFP reactiv -1.0 and RAD52 anneal inh 7.
`O=C1Nc2ccccc2-n2nnnc2C1N1CCN(C(=O)C2CCCO2)CC1` (configuration not stated) gave S100A4 inh HTS -5, EWS-Fli inh 2, E-sel inducer 2.7, XiGFP reactiv 0.1, FN deposit inh 0 and RAD52 anneal inh -19.
For COc1cc2ccc(=O)oc2c(CC=C(C)C)c1OC the results were esBAF inh 1, S100A4 inh HTS -1, RAD54 branch 5, EWS-Fli inh -15 and RAD52 anneal inh -6.
